# PrPC surface inh – reduces human prion protein on the cell surface | inhibition, % at 13.8 µM | cell surface PrPC, TR-FRET read-out | AID 720596 | 370,000 compounds, 0.43% hits; in the data active = inhibition above about 24%; note: 0% = median of the test wells and 100% = reference compound wells
# GDH-TPI counter – inhibits GDH-TPI coupling enzymes, artifact for Mtb FBA screen; GDH-TPI coupled enzyme counterscreen, NADH absorbance; inhibition, % at 4.8 µM; 360,000 compounds, 1.2% hits; AID 588335; in the data active = inhibition above about 30%;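 note: 0% = DMSO wells and 100% = wells lacking the enzyme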
# FadD28 binding – blocks FadD28 binding to the bisubstrate probe | fluorescence polarization | inhibition, % at 12.5 µM | 360,000 compounds, 0.22% hits; in the data active = inhibition above about 8.5%, passing the limit was not always enough; inconclusive = no clear call, values can overlap the other calls
# BoNT-F LC inh – blocks Botulinum neurotoxin F light chain protease | Multiplex microsphere protease cleavage assay, flow cytometry | inhibition, % at 10 µM | 360,000 compounds, 0.22% hits; in the data active = inhibition above about 35%, passing the limit was not always enough; inconclusive = no clear call, values can overlap the other calls; note: plate controls were buffer without enzyme for full effect and enzyme alone for no effect
# Mtb BioA inh – inhibitors of Mycobacterium tuberculosis BioA enzyme. purified M. tuberculosis BioA enzyme, plate reader. AID 602481. 360,000 compounds, 0.096% hits. inhibition, % at 9.99 µM; in the data active = inhibition above about 40%; inconclusive = no clear call, values can overlap the other calls
# MazF activator – MazEF (E. coli) toxin RNase activation; 350,000 compounds, 0.32% hits; P0AE70; activation, % at 20 µM; FAM/BHQ RNA-DNA oligo cleavage fluorescence, 5 h; AID 504720; in the data active = activation above about 50%
# Target sequence (P0AE70 whole entry, looked up): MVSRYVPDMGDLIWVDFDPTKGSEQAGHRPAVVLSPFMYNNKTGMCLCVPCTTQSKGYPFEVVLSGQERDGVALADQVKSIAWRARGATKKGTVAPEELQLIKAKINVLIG
# Rv3671c protease – Rv3671c (M. tuberculosis) protease inhibition; P9WHR9; inhibition, % at 5.96 µM; 320,000 compounds, 0.048% hits; in the data active = inhibition above about 38%;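 note: extracellular domain of Rv3671c used as enzyme; 0% = enzyme with DMSO and 100% = no enzyme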
# Target sequence (P9WHR9 whole entry, looked up, the tested form may be a part): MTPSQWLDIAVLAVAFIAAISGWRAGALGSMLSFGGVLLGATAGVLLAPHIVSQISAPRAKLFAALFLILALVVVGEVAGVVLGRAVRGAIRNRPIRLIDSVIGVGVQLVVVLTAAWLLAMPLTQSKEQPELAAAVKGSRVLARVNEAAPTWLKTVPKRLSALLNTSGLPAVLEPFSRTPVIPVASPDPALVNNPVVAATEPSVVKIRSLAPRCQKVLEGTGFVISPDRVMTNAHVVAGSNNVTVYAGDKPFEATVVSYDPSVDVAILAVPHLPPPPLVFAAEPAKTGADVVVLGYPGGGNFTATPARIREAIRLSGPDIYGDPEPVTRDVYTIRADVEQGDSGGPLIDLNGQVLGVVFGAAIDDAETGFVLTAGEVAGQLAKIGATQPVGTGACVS
# FBA Mtb inh – Mtb fructose-bisphosphate aldolase inhibition; 360,000 compounds, 2.3% hits; purified M. tuberculosis FBA, fluorescence read-out; inhibition, % at 1 µM; AID 588726; in the data active = inhibition above about 27%;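 note: 0% = vehicle and 100% = reference inhibitor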
# UGM FP inh – inhibitors of M. tuberculosis UDP-galactopyranose mutase | purified UGM, fluorescence polarization probe displacement | inhibition, % at 10 µM | 320,000 compounds, 0.06% hits | AID 504406; in the data active = inhibition above about 10%, passing the limit was not always enough; inconclusive = no clear call, values can overlap the other calls
# Target sequence (P9WIQ1 whole entry, looked up): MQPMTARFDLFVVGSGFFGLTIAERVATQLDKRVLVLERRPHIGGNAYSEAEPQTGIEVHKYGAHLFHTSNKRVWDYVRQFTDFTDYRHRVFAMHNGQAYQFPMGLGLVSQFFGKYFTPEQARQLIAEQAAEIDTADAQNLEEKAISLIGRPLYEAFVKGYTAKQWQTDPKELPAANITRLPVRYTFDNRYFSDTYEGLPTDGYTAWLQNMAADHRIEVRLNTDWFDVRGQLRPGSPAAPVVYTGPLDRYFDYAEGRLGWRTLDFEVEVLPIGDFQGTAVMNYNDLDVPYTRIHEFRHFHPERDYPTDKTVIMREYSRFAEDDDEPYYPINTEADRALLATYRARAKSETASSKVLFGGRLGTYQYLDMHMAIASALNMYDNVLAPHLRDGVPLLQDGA
# The depositor's hits bear a star; ? = inconclusive; . = no result given. This is a random part of the collection; overall some 4.8% were active at least once.
# Fields: Rv3671c protease, UGM FP inh, MazF activator, FadD28 binding, FBA Mtb inh, PrPC surface inh, GDH-TPI counter, BoNT-F LC inh, Mtb BioA inh
CCCCNC(=O)CCN1N=C(c2ccccc2)CCC1=O
 : 3.3, 0.0, 1.1, 2.9, 4.3, 9.5, 1.3, -3.3, -1.2
Cc1cc(C)c(C(N)=O)c(NC(=O)Nc2ccccc2)n1
 : 2.7, 0.2, -2.3, -2.8, -0.6, -0.7, -10.8, 0.7, -2.0
CCCn1c(SCC(=O)NC2CCCc3ccccc32)n[nH]c1=O (stereo not given)
 : 2.5, -2.7, 12.2, -3.3, 0.1, -1.0, -7.7, -1.4, .
CC[C@]1(c2ccccc2C)ON(c2ccccc2C(F)(F)F)C1=O
 : -5.3, 1.4, -3.7, -4.0, -0.9, -0.4, -1.4, -3.3, -0.5
O=C(N/N=C/c1ccc(OCc2ccccc2)cc1)c1ccco1
 : -8.0, -0.4, 4.6, -3.8, -3.9, 4.5, 13.0, ., -0.3
COc1ccc(NS(=O)(=O)c2ccc(O)c(C(=O)OCC(=O)Nc3ccc4c(c3)OCCO4)c2)cc1
 : -12.7, 1.1, 1.4, -0.5, 1.8, -3.9, 15.5, -0.8, -1.3
O=C1CSC(c2cccc(F)c2)N1c1c(F)cccc1F (stereo not given)
 : -2.0, -0.1, 9.4, -0.6, 4.7, -0.1, 1.7, 2.9, -1.6
CNC(=S)N/N=C(\C)c1cccc([N+](=O)[O-])c1
 : 10.2, -4.6, 1.4, 0.6, 0.5, -12.0, 2.5, -2.6, .
CSc1ccc(Cl)c(C(=O)NCC(C)C)c1
 : -1.8, 0.4, 5.9, -0.6, 2.4, 8.5, 4.9, 9.4, -3.1
CCC/C=C1/CCCOC(C(=O)NCCN2CCOCC2)(C(F)(F)F)C1 (stereo not given)
 : 1.2, -0.8, 7.5, 1.2, -0.6, 3.4, 5.8, -6.0, -1.6
O=S(=O)(Nc1ccccc1)c1ccc(NS(=O)(=O)c2c(F)cccc2F)cc1
 : 3.3, 0.2, 6.2, 0.7, 6.3, 13.2, -0.8, 4.6, 2.3
CCOC(=O)c1cc(NC(=O)N(C(C)C)C2CCCCC2)c(C)nc1C
 : 1.9, 0.7, -13.3, -2.1, 0.9, 2.8, 9.9, -0.3, -0.4
S=C(NCCCN1CCN(CCCNC(=S)NC2CCCCC2)CC1)NC1CCCCC1
 : ., ., 5.5, -2.2, 0.9, -1.8, 4.4, 10.3, -0.9
CCOc1ccc(-c2cc(C(=O)N/N=C(\C)c3cccnc3)c3ccccc3n2)c(OCC)c1
 : ., 1.2, -5.7, -3.1, 0.8, -1.8, 5.6, 4.2, -2.1
Cc1cc(C(=O)COC(=O)c2ccccc2O)c(C)n1CC1CCCO1 (stereo not given)
 : -1.4, 1.0, 8.3, -1.4, -0.8, 7.5, 10.8, -4.0, -0.9
COC(=O)CC(NC(=O)Nc1ccccc1F)c1ccc2c(c1)OCO2 (stereo not given)
 : -0.2, 2.3, 1.4, -0.3, -1.3, -0.6, 4.0, -1.5, 0.1
COc1ccc(C(=O)Nc2ccccc2C(=O)NC(Cc2ccc(O)cc2)C(=O)NNC(=O)c2ccncc2)cc1 (stereo not given)
 : -6.8, -0.2, 1.7, -3.1, -1.2, 0.3, 4.4, -6.3, 0.0
Cn1ccsc1=NC(=O)c1ccc(=O)[nH]c1
 : 3.3, 2.9, -0.1, ., -2.3, -2.5, 23.0, 4.9, -0.4
Cc1ccc(Cn2ccc(-c3cnc(-c4ccccc4)s3)n2)cc1
 : -7.5, 3.3, 4.6, -0.2, 52.4*, -2.9, 25.7, -16.3, -0.5
CC1CCN(CC(O)COCCC23CC4CC(CC(C4)C2)C3)CC1 (stereo not given)
 : 0.1, -0.7, -3.7, -2.2, -0.1, 6.0, 8.3, 4.3, -0.3
CCOc1ccc2nc(N(CCN(CC)CC)C(=O)/C=C/c3cccs3)sc2c1
 : 5.3, -3.5, 3.1, -5.3, -3.0, -0.2, -0.4, 4.9, -0.4
COc1cccc(CNC(=O)c2c(C)nn(-c3ccccc3)c2C)c1
 : 8.7, -3.0, -1.8, -0.1, 2.5, -1.4, -3.0, 6.3, 3.4
O=C(O)C1C2C=CC(CC2)C1C(=O)O (stereo not given)
 : -0.8, -0.2, 2.7, -1.6, -1.0, -1.9, 0.9, -5.2, .
Cc1ccccc1OCc1nnc(SCC(=O)Nc2ccc3c(c2)OCO3)n1C
 : -1.1, -0.7, 5.4, -0.1, 1.9, 22.8, 1.6, 7.1, -2.2
Cc1ccc2c(Cl)c(C(=O)Nc3cccnc3)sc2c1
 : -30.6, -0.5, 17.5, -3.2, 1.8, 10.3, 6.4, -4.4, .
O=C(CNC(=O)c1ccc(Cl)cc1Cl)OCCOc1ccccc1
 : -4.1, 0.0, -3.4, -0.6, 1.2, 1.6, 1.7, 0.9, 0.6
CCCCCCSc1ccc([C@@H]2[C@@H]3C(=O)N(C)C(=O)[C@@H]3[C@]3(C(=O)OC)CCCCN23)cc1OC
 : -1.0, -2.0, -4.5, -0.5, 1.1, -0.7, 10.3, -4.4, -1.3
O=C(O)CNc1nc(NCc2ccc(Cl)cc2)ccc1[N+](=O)[O-]
 : ., ., -0.6, 0.9, -13.2, -9.1, 9.1, 0.5, 1.3
COc1ccc(N2C(=O)CC(N(Cc3ccc(S(N)(=O)=O)cc3)C(C)=O)C2=O)cc1 (stereo not given)
 : -0.1, -1.2, -0.8, 0.2, -1.2, 8.1, 2.2, 4.6, -0.3
O=C(NCCN1CCCC1)C1(S(=O)(=O)c2ccc(Cl)cc2)CC1
 : 1.6, -0.1, 1.8, -0.6, 1.4, -6.4, 5.4, 0.4, -0.5
O=C1CCCC(O)=C1N=Nc1ccc2ncsc2c1
 : -1.4, -0.8, 3.2, -4.0, -16.8, 0.0, 8.5, -3.4, 2.9
CCc1nc(SCC(=O)NNC(=O)c2ccc(OC)cc2)c2ccccc2n1
 : -2.0, -2.4, 7.7, -3.9, 0.3, 108.8*, 1.0, -7.1, .
c1ccc(Cc2nn3c(COc4ccccc4)nnc3s2)cc1
 : 1.4, -1.7, -2.1, -2.3, 2.3, 7.2, 0.4, -2.8, 0.2
O=c1c2ccccc2nc(-c2ccco2)n1/N=C/c1ccco1
 : -1.3, -1.3, -2.8, 0.7, 2.1, -5.2, 13.6, ?, -1.5
COc1ccc(OC)c(NC(=O)CSc2nc3nc(C)cc(C)n3n2)c1
 : 4.2, -1.7, 1.6, 0.1, -0.7, 8.1, 0.4, -3.3, 12.5
CCOC(=O)c1cc(NC(=O)c2c(C)noc2C)cc(C(=O)OCC)c1
 : -8.5, 1.9, 3.4, 1.5, 2.0, 0.8, 0.3, -4.3, 0.5
Cc1cnc(C(=O)OCC(=O)Nc2ccc(Cl)cc2Cl)cn1
 : -11.5, -2.1, 8.2, -1.5, 3.4, 1.6, 0.0, 19.5, -0.8
CCOC(=O)c1ccc(NC(=O)CN2C(=O)CN(C(C)=O)C2=S)cc1
 : -10.7, -0.5, 8.1, -2.3, -0.8, -1.9, 17.1, ., -1.9
CCOc1ccc(C2C3=C(CC(C)(C)CC3=O)N(CCCOC)C3=C2C(=O)CC(C)(C)C3)cc1OC
 : ., ., 4.8, 0.2, 0.3, -1.2, 2.7, -6.5, -0.7
O=C(CSc1nnc(-c2ccco2)o1)N1CCN(c2ccccc2)CC1
 : 7.2, -0.5, 3.0, -1.2, 7.0, -5.4, 4.8, 1.0, .
Cc1cc(NC(=O)CSc2nnc(-c3ccncc3)n2-c2ccc(F)cc2)no1
 : -9.1, -0.5, 6.8, -3.5, 5.9, -1.8, -0.6, 2.0, .
Cc1ccc(Oc2ccc(OCC(=O)NC(CC(C)C)C(=O)O)cc2)cc1 (stereo not given)
 : 1.9, -0.6, -5.1, -5.5, 2.5, 3.3, -10.8, -2.7, .
Cc1ccc(NC(=O)C2CCCN2S(=O)(=O)c2ccc3c(c2)n(C)c(=O)c(=O)n3C)c(C)c1 (stereo not given)
 : 7.0, 2.3, 10.3, -8.9, -0.5, 3.7, 4.0, -10.0, -0.1
Cc1ccc(OCCC(=O)OCC(=O)Nc2ccc(F)cc2)cc1
 : 5.5, -0.1, 3.6, 0.1, 5.0, -2.9, 6.5, ?, 0.9
COc1ccc(C=C(C(=O)c2ccccc2)c2ccccc2)cc1
 : ., ., ., -2.2, 1.1, 9.8, ., -8.3, .
NC(CCc1ccccc1)c1csc(Nc2ccc(C(=O)NCCCO)cn2)n1 (stereo not given)
 : ., ., ., -3.2, 2.0, -3.4, 18.6, -9.1, 3.5
CCOc1ccc(NC(=S)NCCCn2ccnc2)cc1
 : -5.1, -0.1, 9.5, -0.3, -3.6, -13.2, -0.7, -13.8, .
Cc1ccc(S(=O)(=O)N(c2nc(N(C)C)nc(N(C)C)n2)n2cnnc2)cc1
 : -1.5, -1.1, -6.7, -2.7, -1.5, -3.9, -2.4, -4.6, -1.0
O=C(c1ccc(CS(=O)c2ccccc2Cl)o1)N1CCN(C2CCCCC2)CC1 (stereo not given)
 : ., ., -0.4, -0.4, 4.5, -1.7, 14.2, -1.7, -3.8
COc1ccccc1-c1coc2c(CN3CCOCC3)c(O)ccc2c1=O
 : -5.5, 0.2, 0.4, -1.9, 73.1*, 3.9, 20.3, ?, 0.4

# Among those listed so far, these have a thiophene ring, fused or not:
# Fields: Rv3671c protease, UGM FP inh, MazF activator, FadD28 binding, FBA Mtb inh, PrPC surface inh, GDH-TPI counter, BoNT-F LC inh, Mtb BioA inh
CCOc1ccc2nc(N(CCN(CC)CC)C(=O)/C=C/c3cccs3)sc2c1
 : 5.3, -3.5, 3.1, -5.3, -3.0, -0.2, -0.4, 4.9, -0.4
Cc1ccc2c(Cl)c(C(=O)Nc3cccnc3)sc2c1
 : -30.6, -0.5, 17.5, -3.2, 1.8, 10.3, 6.4, -4.4, .

# The list continues.
# Fields: Rv3671c protease, UGM FP inh, MazF activator, FadD28 binding, FBA Mtb inh, PrPC surface inh, GDH-TPI counter, BoNT-F LC inh, Mtb BioA inh
Cc1cc(/C=C(/C#N)c2nc3ccccc3[nH]2)c(C)n1-c1cc(C(=O)O)cc(C(=O)O)c1
 : ., ., -136.9, 4.6, 7.4, -10.7, 8.7, -2.1, .
C=CCNc1nc2ccccc2nc1NS(=O)(=O)c1ccc(OC)cc1
 : -4.6, 0.0, 0.9, 0.9, 12.5, 0.7, 10.0, -28.0, 3.2
CCc1cccc(OCCCCN(CC)CC)c1
 : 0.5, 1.9, -0.6, 1.0, 2.4, 3.0, -3.0, 9.0, -5.6
CC1(C)CC(=Cc2ccccc2[N+](=O)[O-])C(=O)c2ccccc21
 : ., ., 4.3, 0.2, 2.5, 4.6, 7.1, 4.8, 0.0
CCC(CC)C(=O)OCC(=O)Nc1cc(OC)c([N+](=O)[O-])cc1C
 : -2.1, 1.1, 4.7, -0.3, 3.2, -7.8, 18.4, -1.8, .
O=[N+]([O-])c1ccc(CNc2ccc(F)cc2)s1
 : 1.3, -1.5, 1.7, 3.4, 1.8, -3.7, 18.6, -12.0, -0.3
CC(C)CNc1oc(-c2ccco2)nc1C#N
 : 0.5, -3.5, -9.8, -2.3, 72.0*, -2.7, 7.3, -4.3, -0.4
O=C(CSc1ccc2ccccc2c1)Nc1ccncc1
 : -3.4, -1.7, -7.1, -6.5, -4.7, 14.8, -6.2, -4.8, 1.5
CC(C)N(C=O)C1(C(=O)NC2CCCCC2)CCCCC1
 : -2.4, 0.0, 1.3, -4.9, -3.5, 3.1, -12.4, 3.2, -1.2
NC(=O)NOCc1ncc(C(F)(F)F)cc1Cl
 : 6.8, 3.0, 2.4, -3.3, 1.8, -1.0, -6.0, -4.4, -1.8
O=C(Cc1nnc(NC(=O)Nc2ccccc2)s1)NCc1ccccc1
 : -9.9, -3.6, -4.7, -2.9, -1.9, -4.9, -0.8, -3.0, .
CC(/C=N/NC(=O)c1ccncc1)=C\c1ccco1
 : -4.7, 1.3, 10.2, -1.2, 1.1, -3.3, 19.8, -2.7, .
CCc1noc(C)c1C(=O)N(C)CC(=O)Nc1cccc(OC)c1
 : -7.6, 1.2, -10.5, -2.8, -2.8, 2.7, 1.0, -13.0, -0.4
CCN1C(=O)N(CC)C(O)(c2ccccc2)C1(O)c1ccccc1 (stereo not given)
 : -0.6, -1.1, -9.5, 2.0, 7.4, 8.2, -1.3, -1.4, 0.5
O=C(NCCCN1CCCC1=O)C1CCN(S(=O)(=O)c2c(Cl)cccc2Cl)CC1
 : 7.9, 0.0, -9.2, -1.8, 1.4, -4.2, 4.9, -8.2, .
CN(C)CCCOC(=O)c1ccccc1Cl
 : 7.3, -1.2, -1.4, -3.4, 0.4, -4.9, -4.3, 5.5, 1.8
